# Bioassay records (PubChem BioAssay)
# p-CIP stab down = p/CIP-EGFP fusion destabilizers, primary screen, fluorescence, F442A cells; AID 1984, 2009; 16 h; 290,000 tested, 0.01% active; decrease of EGFP signal, % at 10 µM;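 active = EGFP signal decrease of at least 30% at 10 µM or well 3 SD below plate mean, unless failing retest; inactive = the rest, including hits failing retest or dose response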; also: some compounds called inactive have numbers as strong as hits; many of its hits are not listed in these tables
# IDE inh = human IDE inhibitors in live cells, primary screen, fluorescence polarization, HEK cells, FAbetaB substrate; AID 434962, 2010; FAbetaB cleavage; Insulin-degrading enzyme (Homo sapiens), P14735; 320,000 tested, 0.41% active; inhibition, % at 5.59 µM;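 active = percent inhibition above the average of all tested compounds plus 3 SD, set per screening campaign, cut at about 16% in these data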;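 also: IDE supplied by intact live HEK cells; FP after avidin binding of uncleaved biotin substrate so inhibition keeps polarization high; 0% = DMSO wells and 100% = 60 µM reference IDE inhibitor Ii1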
# GPR7 antagonist = GPR7 receptor antagonists, primary screen, cell-based, fluorescence, single concentration; inhibition, % at 4.4 µM; Neuropeptides B/W receptor type 1 (Homo sapiens), P48145; 290,000 tested, 1.1% active; AID 1861, 2009; GPR7-expressing cells, fluorescence antagonist assay; in the data active = inhibition above about 16%, passing the limit was not always enough;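 also: cells stimulated with the agonist NPW; 0% = agonist with vehicle and 100% = vehicle without agonist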
# Target sequence (P48145 whole entry, looked up): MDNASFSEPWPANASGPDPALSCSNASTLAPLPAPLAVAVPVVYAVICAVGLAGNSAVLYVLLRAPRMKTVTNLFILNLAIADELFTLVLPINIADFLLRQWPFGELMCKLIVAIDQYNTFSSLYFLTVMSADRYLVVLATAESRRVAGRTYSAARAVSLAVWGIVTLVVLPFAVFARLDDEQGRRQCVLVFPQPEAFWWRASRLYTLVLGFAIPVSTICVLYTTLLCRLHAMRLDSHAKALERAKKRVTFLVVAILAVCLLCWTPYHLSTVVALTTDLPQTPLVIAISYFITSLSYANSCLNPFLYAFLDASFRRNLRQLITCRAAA
# VIM-2 inh = VIM-2 metallo-beta-lactamase inhibitors, primary screen, biochemical, epi-absorbance readout, Pseudomonas aeruginosa enzyme | purified VIM-2, nitrocefin hydrolysis, epi-absorbance fluorescence | inhibition, % at 5.6 µM | 290,000 tested, 0.89% active;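 active = inhibition above the mean of all tested compounds plus 3 SD, cutoff set per screening run, cut at about 7.5% in these data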;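 also: red hydrolysis product quenches plate fluorescence so inhibitors raise well fluorescence; 0% = enzyme with DMSO and 100% = DMSO without enzyme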
# IDE act = human IDE activators in live cells, primary screen, fluorescence polarization, HEK cells, FAbeta-B substrate | FAbeta-B cleavage; 0% vehicle, 100% cell-free pure enzyme wells | activation, % at 5.96 µM | 340,000 tested, 0.073% active | AID 493087, 2011;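 active = activation above the mean of all tested compounds plus 3 SD, set per screening campaign, cut at about 17% in these data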
# IMP-1 inhibitor = IMP-1 metallo-beta-lactamase inhibitors, primary screen, biochemical, epi-absorbance readout, Pseudomonas aeruginosa enzyme | 290,000 tested, 0.45% active | metallo-beta-lactamase IMP-1 (Pseudomonas aeruginosa) | purified IMP-1, nitrocefin hydrolysis, epi-absorbance fluorescence | inhibition, % at 5.6 µM;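 active = inhibition above the mean plus 3 SD of all compounds in the same screening run, cut at about 4.5% in these data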;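 also: 0% = IMP-1 with DMSO and 100% = DMSO wells lacking enzyme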
#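 assay system = purified recombinant IMP-1 metallo-beta-lactamase enzyme | schedule = 15 min preincubation plus 25 min reaction at 25 °C | signal = Epi-absorbance fluorescence, 480 nm excitation, 530 nm emission | read-out basis = percent inhibition from optical density relative to buffer-blank wells | controls = IMP-1 with DMSO as 0%, enzyme-free DMSO as 100%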
# NALP1 inh = NALP1 inflammasome inhibitors in reconstituted yeast, colorimetric, S. cerevisiae, triplicate retest; S. cerevisiae NALP1/ASC/caspase-1 growth, X-gal OD620, 72 h; inhibition, % at 10 µM; 280,000 tested, 0.61% active; AID 2071, 2009; in the data active = inhibition mostly above about 24%, no sharp cut-off; inactive = mostly below about 32%; also: some compounds called inactive have numbers as strong as hits
# PfM18AAP inh = PfM18AAP inhibitors, malaria aminopeptidase, primary screen, biochemical, QFRET, recombinant enzyme | M18 aspartyl aminopeptidase (Plasmodium falciparum 3D7) | H-Glu-NHMec fluorogenic cleavage | inhibition, % at 7.35 µM | 290,000 tested, 1.2% active;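 active = inhibition above the campaign mean inhibition over all tested compounds plus 3 SD, cut at about 28% in these data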;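 also: 0% = plate median of test compound wells and 100% = 2 mM ZnCl2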
# PHOSPHO1 inh = PubChem AID 1565 | inhibition, % at 13.3 µM | 290,000 tested, 1.1% active | recombinant PHOSPHO1, absorbance phosphatase assay; in the data active = inhibition above about 60%
# Target sequence (Q8TCT1 whole entry, looked up): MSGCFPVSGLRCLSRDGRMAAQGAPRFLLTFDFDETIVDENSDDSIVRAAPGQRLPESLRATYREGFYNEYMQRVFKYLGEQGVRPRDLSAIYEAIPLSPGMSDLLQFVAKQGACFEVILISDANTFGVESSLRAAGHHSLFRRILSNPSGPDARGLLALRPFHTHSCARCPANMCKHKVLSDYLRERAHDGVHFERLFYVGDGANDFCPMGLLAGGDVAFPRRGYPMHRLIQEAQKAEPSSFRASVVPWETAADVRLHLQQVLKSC
# Starred values were filed as active, the others as inactive; · = not tested or not shown.
# Each structure is followed by: p-CIP stab down	IDE inh	GPR7 antagonist	VIM-2 inh	IDE act	IMP-1 inhibitor	NALP1 inh	PfM18AAP inh	PHOSPHO1 inh
- CCCCS(=O)(=O)Nc1ccc(C)cn1
    6	-4	-2	-3.1	-2	-1.8	4	-12	-12
- COC(=O)C1(C)CN(S(=O)(=O)c2ccc(C)cc2)c2cc(OC)ccc2C1=O (configuration not stated)
    0	-3	0	-2.4	1	-3.5	20	4	0
- CCc1ccc(N(CC(=O)NC2CCCC2)C(=O)CCC(=O)Nc2cc(C)on2)cc1
    -8	3	-9	-4.4	1	-6.1	-8	0	23
- CC(C(=O)N1CCOCC1)N1c2cccc3cccc(c23)S1(=O)=O (configuration not stated)
    -13	4	-2	-2.0	0	-4.1	18	-16	1
- CN(C)c1cc2c(c(N(C)C)c1)C(=O)c1ccccc1C2=O
    -3	-4	-13	4.0	4	-3.2	0	4	33
- CN(C(=O)c1cccs1)C1(C)CCS(=O)(=O)C1 (configuration not stated)
    3	6	-14	-2.3	2	-1.4	5	1	-4
- Brc1ccc(-c2cn3c(n2)CCc2ccc4cccnc4c2-3)cc1
    2	1	15	0.6	-1	1.2	10	7	38
- CC(=O)N1N=C2c3ccccc3CCC2C1c1cccs1 (configuration not stated)
    -6	0	-10	-1.7	·	-1.8	4	-1	16
- CCN1CCN(CCCNC(=O)CNC(=O)c2nn(-c3ccc(OC)cc3)c(=O)c3ccccc23)CC1
    -12	-4	-12	-3.3	3	-2.2	-6	4	39
- C/C(CC(=O)Nc1ccc(Cl)c(C(F)(F)F)c1)=N\NC(=O)c1ccccc1O
    0	-2	-3	-4.3	5	-3.7	23	15	-12
- Cc1nc2ccc(NC(=O)Cc3ccccc3F)cc2s1
    5	8	4	-2.5	5	-2.4	14	-4	54
- COc1ccc(NC(=O)c2cccnc2N2CCCC2)cc1
    13	-1	-13	-2.5	7	3.8	11	1	-7
- O=C(COc1ccccc1N1C(=O)c2ccccc2C1=O)c1ccc(Cl)cc1
    -3	2	0	-0.2	5	-0.3	·	2	8
- CC(=O)N1c2ccc(S(=O)(=O)N3CCC(C(=O)N4CCN(c5cc(Cl)ccc5C)CC4)CC3)cc2CC1C (configuration not stated)
    -3	6	-13	-0.4	-3	-1.6	10	-7	15
- CSCC[C@H](NC(=O)COc1cc2c(c3oc(=O)c(C)c(C)c13)CCC(C)(C)O2)C(=O)O
    -12	0	5	2.7	4	-1.7	19	3	36
- COCCCNC(=S)NNC(=O)c1ccoc1C
    -8	5	-6	-3.5	3	-3.5	4	33*	-9
- COc1ccc(-n2ncc(C(=O)NC3CC3)c2C2CCN(C(=O)OC(C)(C)C)CC2)cc1
    -2	-1	2	-3.8	1	0.2	5	-1	43
- Cc1ccc(Nc2ncccc2C(N)=O)cc1
    -7	1	-2	0.3	3	-1.6	30	-1	-10
- CC(NC(=O)C1CCN(C(=O)[C@@H]2Cc3ccccc3CN2)CC1)c1ccccc1 (some centres not stated)
    -2	-3	-11	0.5	0	0.1	33	-6	30
- CCOc1ncccc1C(=O)OCC(=O)Nc1ccc(C)c(S(=O)(=O)N2CCOCC2)c1
    -8	3	3	-0.7	0	0.3	23	-8	-4
- O=C(N/N=C/c1ccc(Cl)cc1Cl)c1ccc2nc[nH]c2c1
    -2	14	-9	-0.9	-22	8.8*	22	0	-50
- CCn1nc(C(C)C(=O)O)c2ccccc2c1=O (configuration not stated)
    -12	2	-4	-1.8	8	-2.8	3	-8	-21
- O=C(Nn1cnnc1)c1ccc(F)cc1
    6	6	-3	-1.7	4	-4.8	-4	32*	20
- Cc1nonc1OCC(C)(COc1nonc1C)NC(=O)c1ccccc1
    0	-1	0	-1.6	1	-5.3	2	-1	-7
- O=C(COC(=O)CNC(=O)c1ccc(Cl)cc1)Nc1ncc(C(F)(F)F)cc1Cl
    -3	4	-5	-3.9	7	-3.2	18	3	-5
- CC(OC(=O)CCC(=O)c1cccs1)C(=O)Nc1ccc(Cl)cn1 (configuration not stated)
    2	0	-5	-1.5	3	-3.5	33	2	-5
- Cc1nn(CC(=O)NCCc2ccccc2)c(C)c1[N+](=O)[O-]
    -7	-1	-8	-0.8	0	-2.0	24	4	-6
- COCCn1c(-c2ccc(OC(F)(F)C(F)C(F)(F)F)cc2)nc2c1c(=O)[nH]c(=O)n2CC(C)C (configuration not stated)
    -5	4	-5	-2.0	2	-3.3	4	-5	-15
- O=C(Nc1ccc(F)cc1)Nc1ccccc1NS(=O)(=O)c1cccs1
    -14	0	-1	2.0	1	0.5	27	-4	1
- NC(=O)CC(NC(=O)Cc1cccc2ccccc12)c1ccc(NCc2ccc(F)c(F)c2)c([N+](=O)[O-])c1 (configuration not stated)
    -20	0	·	·	-3	·	·	·	20
- CCOC(=O)C1(Cc2ccccc2C)CCCN(C(=O)c2ccc(COC)o2)C1 (configuration not stated)
    -8	6	11	-2.9	-3	-1.9	0	-1	18
- Cc1ccc(S(=O)(=O)NCCC(=O)Nc2nnc(C3CC3)s2)cc1C
    -14	-4	-12	-2.5	6	-3.2	7	5	-4
- CCSc1nnc2ccc(-c3ccc(OC)c(OC)c3)nn12
    1	5	-26	31*	4	-3.6	-23	4	26
- CC(OC(=O)/C=C/c1ccco1)C(=O)Nc1cccc([N+](=O)[O-])c1 (configuration not stated)
    -16	-1	8	-2.1	-6	-0.1	14	-8	6
- Cc1ccc(SCC(=O)Nc2ccc3c(c2)C(=O)N(C)C3=O)cc1
    -9	4	12	0.6	4	-2.5	38	1	31
- Cc1ccccc1NC(=S)NCCO
    0	3	-9	0.5	0	-1.4	18	-3	29
- COc1ccccc1CN1C(=O)C2CC=CCC2C1=O (configuration not stated)
    -4	0	-8	-1.7	12	-1.5	-17	5	22
- NC(=O)CC(NC(=O)Cc1cccc2ccccc12)c1ccc(N2CCc3ccccc3C2)c([N+](=O)[O-])c1 (configuration not stated)
    -3	-3	·	·	-6	·	·	·	25
- CC(C1CC1)N(Cc1ccccc1)C(=S)Nc1ccccc1 (configuration not stated)
    -6	-5	-3	-3.0	0	-1.8	-10	1	-16
- O=C(Nc1csnn1)c1csnn1
    2	9	-4	-2.7	-1	-0.8	23	4	8

# Taken from above.
# Result of NC(=O)CC(NC(=O)Cc1cccc2ccccc12)c1ccc(NCc2ccc(F)c(F)c2)c([N+](=O)[O-])c1 (configuration not stated) in p-CIP stab down: -20
# Result of Cc1ccc(S(=O)(=O)NCCC(=O)Nc2nnc(C3CC3)s2)cc1C in PHOSPHO1 inh: -4
# Result of O=C(Nn1cnnc1)c1ccc(F)cc1 in PHOSPHO1 inh: 20

# Grouped by structure: the entries above containing a Cl atom.
# Each structure is followed by: p-CIP stab down	IDE inh	GPR7 antagonist	VIM-2 inh	IDE act	IMP-1 inhibitor	NALP1 inh	PfM18AAP inh	PHOSPHO1 inh
- C/C(CC(=O)Nc1ccc(Cl)c(C(F)(F)F)c1)=N\NC(=O)c1ccccc1O
    0	-2	-3	-4.3	5	-3.7	23	15	-12
- O=C(COc1ccccc1N1C(=O)c2ccccc2C1=O)c1ccc(Cl)cc1
    -3	2	0	-0.2	5	-0.3	·	2	8
- CC(=O)N1c2ccc(S(=O)(=O)N3CCC(C(=O)N4CCN(c5cc(Cl)ccc5C)CC4)CC3)cc2CC1C (configuration not stated)
    -3	6	-13	-0.4	-3	-1.6	10	-7	15
- O=C(N/N=C/c1ccc(Cl)cc1Cl)c1ccc2nc[nH]c2c1
    -2	14	-9	-0.9	-22	8.8*	22	0	-50
- O=C(COC(=O)CNC(=O)c1ccc(Cl)cc1)Nc1ncc(C(F)(F)F)cc1Cl
    -3	4	-5	-3.9	7	-3.2	18	3	-5
- CC(OC(=O)CCC(=O)c1cccs1)C(=O)Nc1ccc(Cl)cn1 (configuration not stated)
    2	0	-5	-1.5	3	-3.5	33	2	-5

# Going on with the list.
# Each structure is followed by: p-CIP stab down	IDE inh	GPR7 antagonist	VIM-2 inh	IDE act	IMP-1 inhibitor	NALP1 inh	PfM18AAP inh	PHOSPHO1 inh
- COc1ccc(NC(=O)c2ccc(S(=O)(=O)N(C)C)cc2)cc1OC
    1	0	-6	0.4	2	-1.7	-3	-1	-2
- CCCNC(=O)COC(=O)c1ccc(Cl)c(S(=O)(=O)N2CCCC2)c1
    6	5	3	-4.6	4	-2.3	-5	-1	9
- COc1ccc2c(CC(=O)OCC(=O)Nc3sc4c(c3C#N)CCC(C)C4)coc2c1 (configuration not stated)
    -1	6	-12	-0.7	3	-2.8	14	0	-2
- Cc1cc(C(=O)OCC(=O)c2ccc3c(c2)OCCO3)c(C)o1
    -1	1	-5	-5.4	3	-4.2	-4	-6	4
- CCS(=O)(=O)N1CCN=C1SCc1cccc(F)c1
    10	1	-15	-1.9	1	-2.7	8	2	38
- CCN(CC)c1ccc(/C=N/NC(=O)CNC(=O)c2cccs2)cc1
    8	-5	-5	0.1	2	-0.3	·	7	4
- CC[N+](C)(C)CCN(Cc1ccc(Cl)cc1)c1ccccn1
    5	-2	14	-5.5	5	-1.7	5	6	16
- Cc1ccc(S(=O)(=O)NC(=O)COc2ccccc2C)cc1
    2	1	4	-0.6	3	2.9	9	3	3
- Cc1cccc(NC(NC(=O)c2ccccn2)C(Cl)(Cl)Cl)c1 (configuration not stated)
    -28	1	-1	-1.9	1	-0.8	-26	2	-18
- Cc1ccc(N=C2C(=O)Nc3ccccc32)cc1C
    12	4	2	1.5	9	-1.1	20	9	50
- COc1ccc(C(=O)N/C(=C\c2ccc3c(c2)OCO3)C(=O)N2CCOCC2)cc1
    -2	1	-4	-0.8	-2	-1.6	5	-1	37
- COc1ccc(/C=N/NC(=O)c2nc(-c3ccccc3)cc(-c3ccccc3)n2)cc1
    -16	2	20	-2.0	-2	-2.4	6	-10	16
- Cc1ccc(C(=O)N2CCN(Cc3ccc4c(c3)OCO4)CC2)cc1C
    -8	0	6	-1.2	3	-4.5	17	-2	-18
- CCOC(=O)c1c(C(=O)OCC)c(C)n(Cc2cc(OC)c(OC)c(OC)c2)c1C
    -3	-2	-17	-2.4	2	-3.1	32	-1	-15
- C=C(C)CN1CCN(c2c(CCC#N)c(C)c(C#N)c3nc4ccccc4n23)CC1
    3	-2	-1	-4.7	9	-1.5	5	2	0
- NS(=O)(=O)c1ccc(CCNC(=O)c2ccc(C#CC3(O)CCCCC3)cc2)cc1
    -2	2	0	-1.0	1	-2.4	15	1	32
- O=C(CC1Sc2ccccc2NC1=O)NCc1cccc(Cl)c1 (configuration not stated)
    -4	-3	-6	-3.4	4	-3.3	-1	7	-1
- CN(C)c1ccc(N2C(=O)CC(Nc3ccc(N4CCOCC4)cc3)C2=O)cc1 (configuration not stated)
    -15	2	-14	-3.7	4	-11	-6	-2	-4
